From PubChem BioAssay
ARFGAP1 inh: rat ARFGAP1 inhibition; Q62848; actives 0.26% (n = 360,000); Arfgap1-stimulated ARF1 GTP hydrolysis, GDP FP detection; inhibition, % at 16.5 µM;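 active = inhibition above a per-plate limit, mean inhibition of low control wells plus 3 SD, cut at about 25% in these data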;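 note: 0% = DMSO wells with enzyme and 100% = wells lacking Arfgap1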
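material = rat Arfgap1 catalytic domain, aa 1-136 | also added = human ARF1(Δ1-17)-GTP substrate | compound dosing = one concentration, 16.5 µM, DMSO 1.26% | times = GTP hydrolysis reaction 2 h at 25 °C | measured by = FP, GDP Alexa 633 tracer displaced from anti-GDP antibody, 620/688 nm | evaluation = percent inhibition of Arfgap1-stimulated GTP hydrolysis | replication = single well per compound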
PLC-gamma1 inh: inhibitors of human phospholipase C gamma1; P19174; purified PLC-gamma1, fluorogenic substrate, fluorescence; inhibition, % at 12.2 µM; actives 0.84% (n = 370,000); AID 720700; in the data active = inhibition above about 9.5%
Target sequence (P19174 whole entry, looked up): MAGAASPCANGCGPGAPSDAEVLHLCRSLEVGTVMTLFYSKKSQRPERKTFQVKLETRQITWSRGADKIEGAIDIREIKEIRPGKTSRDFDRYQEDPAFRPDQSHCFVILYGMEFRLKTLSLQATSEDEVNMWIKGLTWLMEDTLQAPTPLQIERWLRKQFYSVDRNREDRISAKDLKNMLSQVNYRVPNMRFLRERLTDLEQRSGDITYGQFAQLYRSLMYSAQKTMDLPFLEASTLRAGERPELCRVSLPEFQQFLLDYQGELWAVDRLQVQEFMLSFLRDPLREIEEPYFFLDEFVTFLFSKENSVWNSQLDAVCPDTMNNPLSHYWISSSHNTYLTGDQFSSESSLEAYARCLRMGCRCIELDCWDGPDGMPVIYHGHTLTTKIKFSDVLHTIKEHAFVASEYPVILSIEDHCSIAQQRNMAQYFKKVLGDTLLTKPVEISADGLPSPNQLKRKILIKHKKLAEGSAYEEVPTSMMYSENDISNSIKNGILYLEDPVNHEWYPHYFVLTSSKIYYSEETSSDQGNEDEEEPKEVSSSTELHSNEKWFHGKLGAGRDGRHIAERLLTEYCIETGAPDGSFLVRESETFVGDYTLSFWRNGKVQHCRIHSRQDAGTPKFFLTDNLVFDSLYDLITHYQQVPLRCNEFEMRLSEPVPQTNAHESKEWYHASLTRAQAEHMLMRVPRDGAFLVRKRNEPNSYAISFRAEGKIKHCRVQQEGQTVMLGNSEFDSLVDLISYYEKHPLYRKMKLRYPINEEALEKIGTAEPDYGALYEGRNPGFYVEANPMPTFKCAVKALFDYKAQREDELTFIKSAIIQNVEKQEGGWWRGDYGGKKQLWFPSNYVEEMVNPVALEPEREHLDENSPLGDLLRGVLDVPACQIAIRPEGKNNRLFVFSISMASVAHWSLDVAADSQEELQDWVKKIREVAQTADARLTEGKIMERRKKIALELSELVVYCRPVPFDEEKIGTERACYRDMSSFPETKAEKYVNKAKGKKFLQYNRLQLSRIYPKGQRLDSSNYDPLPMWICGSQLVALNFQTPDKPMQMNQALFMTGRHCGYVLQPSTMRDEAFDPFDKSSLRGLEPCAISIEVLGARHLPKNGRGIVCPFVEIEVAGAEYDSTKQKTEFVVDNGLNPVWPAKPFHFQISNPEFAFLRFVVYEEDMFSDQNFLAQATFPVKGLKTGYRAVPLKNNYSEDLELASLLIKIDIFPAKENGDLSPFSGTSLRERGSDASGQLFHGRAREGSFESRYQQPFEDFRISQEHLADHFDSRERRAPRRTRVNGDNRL
DDE Tn6 FP inh: disrupts Tn6 cyclic peptide binding to fibrin D-Dimer-E complex. inhibition, % at 8.3 µM. P02675. actives 0.21% (n = 370,000). Fibrin DD(E) TRITC-Tn6 fluorescence polarization displacement;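 active = inhibition above a per-campaign cutoff: mean of compounds within control limits plus 3 SD, cut at about 15% in these data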;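 note: 0% = median of all compound wells on the plate and 100% = blocking peptide control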
LEDGF integ inh: blocks HIV-1 LEDGF/p75-dependent DNA integration; TR-FRET IN-LEDGF/p75 DNA integration, Eu/Cy5; inhibition, % at 3.7 µM; actives 0.64% (n = 370,000);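 active = inhibition above the screen-wide mean plus 3 SD, cut at about 13% in these data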;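 note: signal is the Cy5 over europium emission ratio at 671 and 618 nm; 0% = plate median of compound wells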
ASAP1 inh: ASAP1 ArfGAP inhibition; Q9ULH1; ASAP1-stimulated ARF1 GTP hydrolysis, GDP FP detection; inhibition, % at 16.5 µM; actives 0.19% (n = 360,000); in the data active = inhibition above about 25%;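 note: 0% = vehicle with enzyme and substrate and 100% = no enzyme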
TDP2 inh: TDP2 (human) inhibition, absorbance primary screen. O95551. recombinant TDP2, T5PNP hydrolysis, p-nitrophenol absorbance 415 nm. inhibition, % at 12.8 µM. actives 0.34% (n = 370,000);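 active = inhibition above the mean of all tested compounds plus 3 SD, set per campaign, cut at about 25% in these data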;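 note: 0% = DMSO with enzyme and 100% = buffer with substrate but no TDP2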
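Test system: Human TDP2 enzyme | Reagent: 5 mM T5PNP | Compound dosing: 12.8 µM single point, 1% DMSO | Incubation: Enzyme reaction with compound for 2 h at 37 °C | Technique: p-Nitrophenol epi absorbance | Read-out: % inhibition relative to enzyme-containing and enzyme-free wells | Benchmarks: High control without enzyme, low control DMSO plus TDP2 | Replicates: Singlicate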
proKLK7 act: proKLK7 (human) activation, primary screen; actives 0.9% (n = 370,000); AID 652039; activation, % at 7 µM; purified proKLK7, EDANS-DABCYL substrate fluorescence; 100% is mature enzyme control, 0% vehicle;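 active = activation above the mean of all tested compounds plus 3 SD, computed per campaign excluding outliers beyond control limits, cut at about 13% in these data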
Tn7 DDE FP: inhibitors of Tn7 peptide binding to human fibrin DD(E). FP displacement of FITC-Tn7 peptide from fibrin DD(E); 0% = median of compound wells per plate. inhibition, % at 8.3 µM. actives 0.13% (n = 370,000). AID 720508;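 active = inhibition above the mean of compounds falling within the control limits plus 3 SD of them, cut at about 14% in these data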;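 note: 0% = plate median of compound wells and 100% = 10 µM Aha-Tn7 peptide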
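Assay system: human fibrin DD(E) protein / Input: 2 µM fibrin DD(E) / Benchmarks: high control of 10 µM Aha-Tn7 peptide / Measured by: fluorescence polarization of the labelled Tn7 tracer / Medium: Tris buffer with calcium and detergent, pH 7.8 / Timing: 10 min compound pre-incubation, 3 h probe incubation at room temperature / Repeats: one replicate per compound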
ADAM10 inh: inhibitors of human ADAM10; actives 0.62% (n = 370,000); inhibition, % at 7 µM; recombinant ADAM10, EDANS/DABCYL FRET peptide cleavage, 3 h; O14672; AID 720582;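 active = inhibition above a per-campaign cutoff equal to the mean of compounds falling between control-based bounds plus 3 SD, cut at about 20% in these data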;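 note: 0% = DMSO wells while the 100% control is not disclosed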
ADAM17 inh: inhibits human ADAM17. P78536. recombinant ADAM17, EDANS/DABCYL FRET peptide cleavage. inhibition, % at 6.95 µM. actives 0.83% (n = 370,000). AID 720648;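 active = inhibition above the mean of compounds lying between control limits plus 3 SD, set per campaign, cut at about 8.5% in these data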;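 note: 0% = DMSO-only wells as the low control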
Active calls of the source: *; · = not tested or not shown. An unsorted share of the library (roughly 4.2% active in at least one column).

SMILES	ARFGAP1 inh	PLC-gamma1 inh	DDE Tn6 FP inh	LEDGF integ inh	ASAP1 inh	TDP2 inh	proKLK7 act	Tn7 DDE FP	ADAM10 inh	ADAM17 inh
CCOCCCNC(=O)C1CCN(S(=O)(=O)c2ccc(C)cc2)CC1	-0.9	1.2	-3.8	6.5	-14.3	-0.6	-0.2	-3.7	12.6	0.9
CC1CC(C)CN(c2ccc([N+](=O)[O-])cc2-c2nn[nH]n2)C1 (configuration not stated)	3.5	-3.4	3.4	3.2	-6.2	-1.3	0.0	3.8	6.2	0.2
CCOc1ccccc1NC(=O)CSc1nnc(-c2ccco2)n1Cc1ccco1	-11.4	0.2	-2.0	-4.6	-1.3	6.9	-0.4	7.6	7.4	-0.6
Cc1c(Cl)ccc2c1NC(=O)[C@]21[C@@H]2C(=O)N(Cc3ccccc3)C(=O)[C@@H]2[C@@H]2CCCN21	-7.6	-9.8	-1.6	1.5	-2.2	-10.9	0.2	-0.1	8.6	2.9
CC1CC(C)CN(CC(O)COC2CC(C)CC(C)(C)C2)C1 (configuration not stated)	-10.7	1.3	1.2	-1.1	-8.1	-3.0	-0.2	-9.6	-3.2	-4.5
O=C(CCn1nnc2ccccc2c1=O)N[C@@H](Cc1ccccc1)C(=O)O	-1.3	-0.4	-1.8	0.8	-19.0	1.8	-0.2	-1.5	-0.3	-1.2
CCOc1ccc(NC(=O)COC(=O)c2cc(=O)c3ccccc3o2)cc1	-3.1	0.9	-3.7	1.4	6.8	5.1	-0.3	-4.8	-1.7	-6.3
COc1ccc(/C=C2\SC(=S)N(c3cccnc3)C2=O)cc1	-4.9	-3.1	4.5	0.4	-1.3	16.0	0.6	10.7	2.5	-5.1
CC(C)(C)c1nnc(NC(=O)CCC2CCCCC2)s1	9.2	1.4	3.0	2.5	-8.4	-9.5	-0.6	1.3	-5.8	1.2
CCN1CCN(S(=O)(=O)c2ccc(Cl)c(C(=O)N(C)Cc3ccc(C(C)(C)C)cc3)c2)CC1	-5.7	0.4	-0.8	-4.9	-9.7	0.4	0.0	6.9	-12.7	-3.4
C[C@@H](OC(=O)c1[nH]cnc1C(=O)N1CCN(C(=O)OC(C)(C)C)CC1)c1ccccc1	-6.8	3.5	0.3	-1.2	4.9	-13.5	-0.7	-6.4	11.4	3.5
CN(C)c1nc(N)nc(-c2cccnc2)n1	-0.2	-1.2	5.3	-0.1	2.6	5.9	0.4	6.9	3.6	-2.5
Cc1cccc(N2CCN(C(=O)c3[nH]c(C(F)(F)F)nc3-c3ccccc3)CC2)c1C	-2.8	-0.7	-3.9	0.4	10.0	13.8	0.3	-3.8	-1.3	-1.3
O=C(c1cccc([N+](=O)[O-])c1)c1ccc2[nH]c(=O)[nH]c2c1	5.0	-6.5	-5.2	-2.9	-11.1	0.6	-0.2	1.5	4.0	-0.7
CC(C)CCNC(=O)CCS(=O)(=O)c1cccc2nonc12	8.3	-2.2	0.1	2.4	2.3	0.3	0.1	2.9	-9.6	-2.4
Cc1cc(C(=O)N2CCCC2(C)C(=O)O)c(C)o1 (configuration not stated)	8.4	-0.9	1.6	3.3	-14.9	12.3	-0.1	0.5	-12.5	0.3
O=C1c2ccc([N+](=O)[O-])cc2C(=O)N1c1ccc(Cl)cn1	10.3	2.9	3.0	-7.7	-8.2	-3.4	-0.5	-5.9	-6.8	3.1
COc1ccccc1NC(=O)COC(=O)Cc1cccs1	6.5	-2.0	-4.5	3.4	-12.2	-3.9	-0.2	-4.5	11.4	-2.1
Cc1ccc(CNC(=O)C(=O)NCC2CCCN2S(=O)(=O)c2cc(C)ccc2C)cc1 (configuration not stated)	-0.2	5.3	-5.6	3.6	4.3	-12.6	0.3	6.9	5.6	3.7
O=C(O)CCC(=O)N1CCc2cc(S(=O)(=O)NC3CCCc4ccccc43)ccc21 (configuration not stated)	-2.6	-3.7	-1.2	0.8	-1.0	17.5	0.2	-2.5	5.8	-2.1
COc1ccc2oc(C(=O)Nc3nccs3)c(C)c2c1	-8.9	-23.4	-2.6	9.8	-11.3	-8.3	0.3	-6.8	-8.8	5.6
Cc1ccc(Cl)cc1C1=CC(=O)C[C@H](c2ccc(F)cc2)C1	-18.2	-5.1	-3.2	1.2	-8.4	-1.6	-0.3	-0.1	3.7	-0.1
CCN(CC)CCCNC(=S)N(Cc1cccnc1)Cc1cc2cc(C)ccc2[nH]c1=O	3.5	0.2	8.3	-1.7	-2.8	4.7	0.0	-5.1	-9.7	-5.8
OCC1(Cc2cccc(Cl)c2)CCCN(Cc2ccc3cc(F)ccc3n2)C1 (configuration not stated)	12.9	2.2	2.5	-1.3	-2.0	-8.4	-0.6	1.0	18.1	0.9
Cc1ccc(-n2nc3c(c2NC(=O)c2cccs2)CS(=O)(=O)C3)c(C)c1	2.0	-3.8	-6.7	-0.7	-4.2	-6.4	-0.5	-8.8	-2.6	-1.8

Brought forward from above: two compounds; new compounds follow.
SMILES	ARFGAP1 inh	PLC-gamma1 inh	DDE Tn6 FP inh	LEDGF integ inh	ASAP1 inh	TDP2 inh	proKLK7 act	Tn7 DDE FP	ADAM10 inh	ADAM17 inh
OCC1(Cc2cccc(Cl)c2)CCCN(Cc2ccc3cc(F)ccc3n2)C1 (configuration not stated)	12.9	2.2	2.5	-1.3	-2.0	-8.4	-0.6	1.0	18.1	0.9
Cc1ccc(-n2nc3c(c2NC(=O)c2cccs2)CS(=O)(=O)C3)c(C)c1	2.0	-3.8	-6.7	-0.7	-4.2	-6.4	-0.5	-8.8	-2.6	-1.8
CN1CCN(c2ccc(S(=O)(=O)N3CCCCC3)cc2NC(=O)CCc2ccccc2)CC1	-7.0	2.3	6.7	-2.3	13.4	7.0	0.5	-0.6	-3.8	-1.1
O=C(CN1C(=O)c2ccccc2S1(=O)=O)Nc1cccc(S(=O)(=O)N2CCOCC2)c1	-11.1	1.8	-3.3	-1.9	4.8	8.9	0.5	6.6	-11.7	-3.4
Cc1ccc(C(=O)Nc2cccc3cccnc23)cc1Br	-0.8	-1.5	-0.7	1.6	-0.2	2.4	0.4	6.7	-5.3	-4.4
COc1cc(/C=C(\C#N)C(=O)NCC2CCCO2)ccc1OCC(N)=O (configuration not stated)	6.8	-3.2	4.6	1.5	-5.3	13.8	0.2	-1.7	-8.9	-5.5
COC1OC(c2ccccc2)=C(c2cnc(N)nc2)c2ccc(F)cc21 (configuration not stated)	8.8	-7.1	-4.8	-1.0	-16.0	3.3	0.3	6.2	-10.6	-3.1
CC(C)CCN1CCN=C1Nc1ccccc1	5.1	1.9	4.0	-0.6	13.1	5.0	0.6	-6.9	-0.8	-2.0
O=C(NC(Cc1ccccc1)C(=O)O)OCc1ccccc1 (configuration not stated)	10.0	2.2	-2.1	8.1	4.7	-5.3	0.2	-2.3	0.5	-0.4
C[C@H](CO)N1C[C@H](C)[C@@H](CN(C)Cc2ccc(-c3ccccc3)cc2)Oc2c(NC(=O)Nc3ccc4c(c3)OCO4)cccc2C1=O	1.1	-2.8	1.5	-1.9	1.8	5.2	-0.1	6.2	-4.9	-6.1
COc1ccc(NC(=O)N2CCCCC2c2cccnc2)cc1 (configuration not stated)	-16.2	0.3	4.0	-7.6	-15.9	-0.9	-0.4	8.0	-6.3	-0.6
COc1ccc(CC(=O)NNC(=O)c2ccco2)cc1	-0.6	2.8	6.2	3.5	-6.6	-5.3	-0.5	-0.9	3.6	-0.8
CC(C)c1ccc(CC(=O)N2CCC2(C)C(=O)NCC(C)(C)C)cc1 (configuration not stated)	9.0	1.4	-0.3	-4.5	0.9	1.1	-0.5	4.8	-1.0	0.5
O=C(COC(=O)CCNS(=O)(=O)c1ccc(Cl)cc1)Nc1ccccc1OC(F)F	-0.4	0.2	-4.6	4.1	-8.0	-8.7	-0.4	-2.9	-2.6	-3.2
O=C(C1CCCN1S(=O)(=O)c1ccc(F)cc1)N1CCc2ccccc2C1 (configuration not stated)	·	0.4	-3.4	-3.1	·	4.5	0.8	0.3	-9.3	-1.4
CCCC(=O)N1CCC(O)(c2cccc(F)c2)CC1	-6.9	2.1	-2.4	0.9	-3.7	9.3	-0.2	-2.5	-5.4	-4.8
OC1CC(c2ccco2)NC2(CCCCC2)C1 (configuration not stated)	5.4	0.3	2.1	-0.7	-5.3	3.1	0.2	-2.2	-4.1	-5.9
COC(=O)c1ccc(N2CCN(C)CC2)c(NC(=O)COc2cccc(C)c2)c1	12.4	1.3	4.4	-1.2	11.8	-11.2	-0.1	-0.7	4.3	-2.1
O=C(Nc1ccccn1)C1CCN(C(=O)c2ccc(F)cc2)CC1	10.2	-0.5	1.0	0.6	-3.1	4.2	-0.3	6.9	-3.1	-7.3
O=[N+]([O-])C1=CC=C2C(=NC3(CCCCC3)N2O)C1=NCCc1ccccc1	-14.5	1.5	8.1	-0.2	-4.7	-4.6	0.2	5.8	-2.0	1.1
COc1ccc(CCNC(=O)CN(C2CCCCC2)S(C)(=O)=O)cc1	-12.0	0.0	1.0	4.1	1.6	-1.7	0.3	1.8	-1.4	-0.9
Cc1cccc(-c2ccc3ncnc(NCc4cccnc4)c3c2)c1	1.2	-3.4	-2.6	6.4	2.9	2.1	0.3	-0.8	-52.3	-12.9
CC(=O)N1CCc2c1cccc2S(=O)(=O)NC(CC(C)C)C(=O)Nc1ccc(F)cc1Cl (configuration not stated)	·	1.4	3.2	1.5	·	6.0	0.8	9.6	8.3	-0.7
O=C(CCl)NCCCCCCCCCNC(=O)CCl	-10.6	2.5	1.6	0.7	17.0	-3.7	0.9	7.4	-4.5	2.9
COC(=O)CSc1nnc(SCc2ccc(OC)cc2)s1	-0.1	-3.6	8.1	-0.4	0.2	-0.5	-0.1	1.3	-6.8	-6.1
COCCN(C(=O)C1CCC1)c1c(N)n(CC(C)C)c(=O)[nH]c1=O	10.4	-1.1	-6.3	-1.2	-8.3	7.5	-0.7	-1.8	-6.4	-2.6
CCN(CC(=O)Nc1ccc(OC)cc1)C(=O)c1cccc(S(=O)(=O)N2CCN(c3ccccc3)CC2)c1	3.9	1.9	-0.7	2.1	15.0	-11.3	0.8	-8.7	13.3	6.6
CCOc1cccc(OCCOCCN2CCCC2)c1	-6.0	1.9	5.3	6.8	-15.3	5.1	-0.1	-5.5	-4.8	-3.3
O=C(N/N=C/c1oc(O)c2ccccc12)c1ccccc1O	-2.2	-9.1	6.6	0.2	-13.4	6.8	-0.8	6.8	-3.4	-0.2
